GCN5L2 inh: inhibitors of human GCN5L2 histone acetyltransferase; GCN5L2 HAT assay, ThioGlo1 CoA-SH fluorescence; Potency, µM (series often up to 58.9 µM), for inactives: at the highest dose activity change, negative = inhibition, actives largely listed as inhibitors; hit rate 0.21% among 390,000
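Enzyme at 20nM final was mixed with library compounds for 15 min at room temperature. Peptide H3(1-25) at 75uM, acetyl-CoA at 70uM and ThioGlo1 at 50uM were then added. Plates were read immediately and after 20 min (Ex340nm/Em540nm).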
DT40 TDP1 no CPT: qHTS for Inhibitors of human tyrosyl-DNA phosphodiesterase 1 (TDP1): qHTS in cells in absence of CPT | DT40 Tdp1-/- hTDP1 cells, no CPT, ATP luminescence, 48 h | Potency, µM (highest dose often 46.2 µM), inactives show at the top dose activity change, negative = growth inhibition, usual class: inhibitors | hit rate 15% among 420,000 | AID 686978, 2013; note: nearly all actives have a fitted effect of over 55% in size
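Seeded 400 DT40-hTDP1 cells/well (vehicle DMSO, no 20 nM CPT); pinned compounds; ≥48 hr at 37 °C; CellTiter-Glo luminescence as viability measure.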
TDP1 inh: inhibitors of human tyrosyl-DNA phosphodiesterase TDP1 | Q9NUW8 | recombinant TDP1, AlphaScreen DNA substrate cleavage | Potency, µM (top dose mostly 130 µM), inactives show top-dose activity change, negative = inhibition, actives largely listed as inhibitors | hit rate 0.28% among 350,000; note: nearly all actives have a fitted effect of over 40% in size
Target sequence (Q9NUW8 whole entry, looked up): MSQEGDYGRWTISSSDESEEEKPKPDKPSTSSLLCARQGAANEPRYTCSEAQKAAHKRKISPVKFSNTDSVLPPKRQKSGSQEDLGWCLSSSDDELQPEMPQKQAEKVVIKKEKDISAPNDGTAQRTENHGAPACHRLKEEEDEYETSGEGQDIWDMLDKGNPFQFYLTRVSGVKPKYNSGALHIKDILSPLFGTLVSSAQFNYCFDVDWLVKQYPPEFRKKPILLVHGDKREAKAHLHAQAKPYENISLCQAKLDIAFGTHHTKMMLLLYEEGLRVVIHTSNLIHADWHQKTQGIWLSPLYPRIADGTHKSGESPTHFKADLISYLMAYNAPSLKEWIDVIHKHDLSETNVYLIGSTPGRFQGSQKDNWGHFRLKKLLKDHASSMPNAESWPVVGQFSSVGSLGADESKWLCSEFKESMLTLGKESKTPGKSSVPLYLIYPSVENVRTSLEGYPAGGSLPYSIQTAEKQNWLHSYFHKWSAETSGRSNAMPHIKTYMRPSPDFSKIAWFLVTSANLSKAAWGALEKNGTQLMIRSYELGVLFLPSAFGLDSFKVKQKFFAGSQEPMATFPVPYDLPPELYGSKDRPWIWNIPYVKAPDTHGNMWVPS
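Steps: enzyme plus compound, 15 min RT; add biotin/phosphotyrosine-FITC oligonucleotide (15 nM final), react 5 min; add donor/acceptor beads (10 ug/ml final), 10 min; read AlphaScreen. Tdp1 at 1 nM final.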
An asterisk follows results filed as active; ? = inconclusive; nt = no result given; & = joins results of further samples; [ ] = dose if it differs, or a comment. Calls come from the whole dose curve; as a rule, active = well fitted curve in the direction sought with a large enough effect; inconclusive = small, poorly fitted or top-dose-only effect, or another doubt; inactive = no such curve, though single readings can be large; an effect the other way counts as inactive or inconclusive. % is set by controls: 0 for no effect and ±100 for the full control effect; potency is the fitted concentration of half-maximal effect. Not all compounds are listed; rates above refer to the full screens.

The opening four entries, ahead of the listing:
cpd	compound	GCN5L2 inh	DT40 TDP1 no CPT	TDP1 inh
1	CCN1C[C@@H]2[C@@H]3C(=O)N(C)C(=O)[C@@H]3[C@](C)(C(=O)OC)N2C1=NC	1%	1%	nt
2	N#CCSc1ccc(S(=O)(=O)N2CCOCC2)cn1	0%	-22%	0%
3	O=C(c1ccncc1)N1CCc2ccccc2C1	-3%	1%	1%
4	O=C(CSc1nnc(SCc2ccc(F)cc2)s1)Nc1ccc(C(=O)O)cc1	-21%	6%	nt

Results, previewed entries included:
cpd	compound	GCN5L2 inh	DT40 TDP1 no CPT	TDP1 inh
1	CCN1C[C@@H]2[C@@H]3C(=O)N(C)C(=O)[C@@H]3[C@](C)(C(=O)OC)N2C1=NC	1%	1%	nt
2	N#CCSc1ccc(S(=O)(=O)N2CCOCC2)cn1	0%	-22%	0%
3	O=C(c1ccncc1)N1CCc2ccccc2C1	-3%	1%	1%
4	O=C(CSc1nnc(SCc2ccc(F)cc2)s1)Nc1ccc(C(=O)O)cc1	-21%	6%	nt
5	COc1cccc(NC(=S)N2CCC(NC(=O)C3CCCCC3)CC2)c1	-2%	-7%	-6%
6	O=C(Nc1ccc2nc(SCCOc3ccccc3)sc2c1)c1cccs1	-12%	21µM*	5%
7	CCCCC(CC)C(=O)Nc1cc([N+](=O)[O-])ccc1F (centres undefined)	-10%	8%	5%
8	COc1cc(Cl)ccc1OCc1cc(C(=O)N(C)Cc2nnc(C)o2)no1	-26%	1%	2%
9	CC(C)CN1CCC(CNC(=O)CCc2nnc(Cc3c[nH]c4ccccc34)o2)CC1	-1%	-7%	8%
10	Cc1ccc2c(c1)C(=O)OC(C(=O)Nc1ccccc1C(=O)O)C2 (centres undefined)	-5%	-18%	5%
11	O=[N+]([O-])c1cccc(-c2cn3nc(-c4ccccc4)c(-c4ccccc4)nc3n2)c1	-1%	?	-6%
12	O=c1[nH]n(-c2ccccc2)c(=O)c2ccccc12	-1%	-5%	-3%
13	CN(Cc1nc(-c2cnccn2)no1)C1CC(C)(C)NC(C)(C)C1	-3%	2%	-5%
14	COc1cccc(C(=O)Nc2nnc(Cc3ccc(OC)c(OC)c3)s2)c1	1%	-12%	1%
15	O=C(COC(=O)c1ccccc1OCc1ccc(Cl)cc1)NC1CC1	-4%	-20%	3%
16	COC(=O)c1ccccc1NC(=O)CCC(=O)N1CC(C)Sc2ccccc21 (centres undefined)	-1%	15µM*	-5%
17	COC(C(=O)Nc1ccnn1C1CCN(Cc2cccc(C)n2)CC1)c1ccccc1 (centres undefined)	1%	-13%	2%
18	COc1ccc(-c2nc3sc(CCNC(=O)C(=O)Nc4ccc(C)cc4C)c(C)n3n2)cc1	-5%	-12%	nt
19	CCCCOc1ccc(OCCCN2CCOCC2)cc1	2%	?	-3%
20	CCCn1nc(NS(=O)(=O)c2ccccc2)c2cc3ccccc3nc21	-5%	-3%	-1%

Results in sequence from the entries so far:
DT40 TDP1 no CPT for nos. 8 to 16: 1%, -7%, -18%, ?, -5%, 2%, -12%, -20%, 15µM*

Remaining list, next part
cpd	compound	GCN5L2 inh	DT40 TDP1 no CPT	TDP1 inh
21	O=C(NCCCN1CCCC1)c1cccc(N2CCCC2=O)c1	-6%	-15%	1%[56.1 µM]
22	Cc1nnc(SCC(=O)O)o1	-6%	10%	0%
23	Cc1cc(=O)c2cc(C(=O)Nc3ccccc3)ccc2[nH]1	-1%	-16%	9%
24	Oc1ccc(C(c2nnnn2CCc2ccccc2)N2CCN(c3nc4ccccc4s3)CC2)cc1 (centres undefined)	-8%	13µM*	nt
25	Cc1ccc(OCC(=O)N2CCN(C(=O)c3cccnc3)CC2)cc1	1%	-10%	-1%[56.1 µM]
26	COc1ccc2[nH]c(CN3CCN(CCC(C)C)C(CCO)C3)c(C)c2c1 (centres undefined)	-2%	-29%	-4%
27	Cc1ccc2c(c1)N(CC(=O)N1CCN(c3ccccc3)CC1)C(=O)C(C)O2 (centres undefined)	-2%	-23%	13%
28	CC(=O)Nc1ccc(S(=O)(=O)Nc2nc3ccccc3nc2Nc2cccc(O)c2)cc1	-7%	-6%	nt
29	CCOc1ccc(C(=O)c2ccc([N+](=O)[O-])cc2Cl)cc1	-15%	-19%	10%
30	CCOc1ccccc1NC(=O)CSc1nnc(-c2ccco2)o1	5%	?	5%
31	C=CCN1C=C2C(=O)C(C)(OC(=O)CCC(=O)OC)C(=O)C=C2C=C1C1CC1 (centres undefined)	-17%	-29%	11%[12.3 µM]
32	Cc1cc(C)c(NC(=O)CSc2nc3ccccc3c3nc(CCn4cncc4C)nn23)c(C)c1	-5%	15µM*	0%
33	CC(=O)Oc1ccc(-c2nc3cc(Cl)ccc3c(=O)o2)cc1	2%	8%	4%
34	Cn1c(SCC(=O)N2CCN(S(=O)(=O)c3ccccc3)CC2)nc2ccccc21	-7%	?	1%
35	CC(=O)Oc1ccc(/C=C(\NC(=O)c2ccco2)C(=O)Nc2ccc(C(C)=O)cc2)cc1	-1%	-9%	nt
36	CN(c1cccc(NC(=O)CN(c2ccc(C34CC5CC(CC(C5)C3)C4)cc2)S(C)(=O)=O)c1)S(C)(=O)=O	11%	21µM*	6%
37	Cc1c(C(=O)OCC(=O)Nc2ccccc2OC(F)F)cccc1[N+](=O)[O-]	-5%	-17%	-1%
38	CC(C)NC(=O)CC1C(=O)NCCN1CC(c1ccccc1)c1ccccc1 (centres undefined)	-4%	?	nt
39	COc1ccc(N(Cc2cccs2)C(=O)c2ccccc2C)cc1	-11%	13µM*	-2%
40	COc1nc(-c2ccc(Cl)cc2Cl)nc2ccccc12	3%	?	nt
41	Cc1cc(C)c(S(=O)(=O)Nc2ccc(OCC(=O)O)cc2)c(C)c1	-20%	-1%	3%
42	CCOC(=O)N1CCC(NC(=O)c2ccc(Cl)cc2)CC1	-4%	6%	nt
43	Nc1ccc(Cc2nc3cc4ccccc4cc3[nH]2)cc1	1%	-3%	6%
44	O=C(Nc1ccc(F)cc1)c1ccc(-n2cnnc2)cc1	-6%	?	2%
45	CC(C)OC(=O)C(C(=O)OC(C)C)=C1SC=CS1	-18%	?	0%
46	CCOc1ccc(-n2c(SCC(=O)NCC3CCCO3)nc3c([nH]c4ccccc43)c2=O)cc1 (centres undefined)	-8%	-13%	4%
47	COc1ccc(Cc2nnc3c4cnn(C)c4ncn23)cc1	?	-11%	7%
48	CC(=O)/C(=N/Nc1ccccc1)Sc1nnc(C(O)c2ccccc2)n1-c1ccccc1 (centres undefined)	-1%	?	1%
49	O=C1CCCc2c1cc(-c1ccccc1)n2-c1ccc(O)cc1	-3%	?	3%
50	Cc1cccc(N2CC34C=CC(O3)C(C(=O)O)C4C2=O)c1 (centres undefined)	0%	-2%	3%
51	CCN(CC)C(=O)C(C)N(C#N)c1nc(NC(C)C)nc(NC(C)C)n1 (centres undefined)	4%	-1%	1%
52	COc1ccc(OC)c(S(=O)(=O)N/N=C\c2ccc3c(c2)OCO3)c1	-6%	13%	6%[56.1 µM]
53	C=CCOc1c(CNc2ncn[nH]2)cccc1OCC	-2%	?	-1%
54	Cc1onc(C(=O)NN)c1C(=O)Nc1ncc(C(F)(F)F)cc1Cl	-5%	-18%	-10%
55	COc1ccc(N2C(=O)CS(=O)(=O)C23C(=O)N(Cc2ccc(F)cc2)c2ccc(C)cc23)cc1 (centres undefined)	7%	15µM*	7%
56	CCOc1ccc(N(CC(=O)NCCSCc2ccccc2)S(=O)(=O)c2ccccc2)cc1	?	?	3%
57	C=CCc1ccc(OCCCCNC(C)CC)c(OC)c1 (centres undefined)	-3%	18µM*	-4%
58	O=c1oc2ccccc2c2c1ccc1ccccc12	-11%	?	nt
59	O=C(COc1cccc(Br)c1)N/N=C1\CCSC1	2%	-12%	6%
60	CC/C(C)=N/Nc1nc2c(c(=O)[nH]c(=O)n2C)n1CCc1ccccc1	-7%	?	4%
61	CCOc1ccccc1NC(=O)CC(O)(C(F)(F)F)C(F)(F)F	-3%	-6%	0%
62	COc1cc(C(=O)NCCOc2cc(C)cc(C)c2)cc(OC)c1OC	7%	2.9µM*	nt
63	CCCCNC(=S)Nc1cccc2cnccc12	-2%	23µM*	3%
64	Oc1ccc2ccccc2c1-c1sc(Nc2ccccc2)n[n+]1-c1ccc(F)cc1	3%	16µM*	nt
65	N#CC(=C1CCCC1)c1nc(-c2ccccc2O)cs1	3%	?	4%
66	COc1ccc2c(=O)c3ccccc3oc2c1	-4%	?	nt
67	COc1ccc(/C=C2\SC(=S)N(CCCC(=O)Nc3cccc(C(=O)O)c3)C2=O)cc1OC	-35%	11%	5%
68	COc1ccccc1P(=O)(Cc1ccccc1[N+](=O)[O-])c1ccccc1 (centres undefined)	-1%	15µM*	nt
69	Cc1cccc(NC(=O)CCN2C(=O)C3C4C=CC(C4)C3C2=O)n1 (centres undefined)	-19%	23µM*	9%
70	CC1CCC(NC(=O)COC(=O)CSc2ccc(C(N)=O)cc2[N+](=O)[O-])CC1 (centres undefined)	0%	-31%	0%
71	Cc1ccc(CNC(=O)C2CCC(=O)N2Cc2ccccc2Cl)cc1 (centres undefined)	29%	3%	nt
72	Cc1ccc(NC(=O)c2ncn(-c3ccccc3)n2)c(Cl)c1	-9%	-12%	2%
73	COc1cccc(NC(=O)CSC2=Nc3ccccc3C3=NC(CCC(=O)NCc4ccco4)C(=O)N23)c1 (centres undefined)	-6%	?	4%
74	CCn1c(=NC(=O)c2cccc(N3C(=O)CCC3=O)c2)sc2c(C)ccc(OC)c21	-26%	-76%	0%
75	CC[n+]1c(/C=C(\C)OC)sc2ccccc21	-6%	-16%	12%
76	Cc1ccc(-c2cc(-c3ccccc3)nc(N)c2C#N)o1	-3%	-1%	nt
77	O=C1CC(c2ccc(Cl)cc2)n2nc(N3C(=O)CCC3=O)nc2N1 (centres undefined)	2%	-26%	-2%
78	CC(=O)N1CCc2cc(C(=O)CN3CCC(C)CC3)ccc21	-6%	-2%	2%
79	CCOc1ccc(C2c3cc(OCC)c(OCC)cc3CC(=O)N2c2ccc(C(=O)O)cc2)cc1OCC (centres undefined)	-6%	3%	nt
80	Cc1cc(C)cc(N2CCN(C(=O)N3CCOCC3)CC2)c1	3%	-13%	4%

The list continues.
cpd	compound	GCN5L2 inh	DT40 TDP1 no CPT	TDP1 inh
81	COc1ccccc1N1CCN(S(=O)(=O)c2ccc3nc(-c4ccccc4)[nH]c3c2)CC1	-11%	21µM*	11%
82	CC(=O)Nc1cccc(NC(=O)CSc2ncc(C(=O)Nc3ccccc3)c(=O)n2C)c1	-24%	8.2µM*	3%
83	C=CCn1cc(-c2cccc(C(F)(F)F)c2)cc(C#N)c1=O	-12%	-9%	6%
84	Cc1ccc(NC2=CC(=O)CC(C)(C)C2)cc1F	-1%	6%	nt
85	C=CCN1C(=O)c2ccccc2NC1c1ccc(Br)s1 (centres undefined)	-9%	?	nt
86	CCOc1ccccc1N(C)C(=O)c1nn(-c2ccc(OC)cc2OC)c(=O)c2ccccc12	-3%	?	5%
87	COc1ccc(NC(=O)CSc2c3c(nc4ccccc24)CCC3)c(OC)c1	-8%&-1%	21µM*	7%&5%
88	COC(=O)c1ccc(Cn2c(=O)cc(C)c3c(C)nn(C)c32)cc1	-8%	16µM*	-3%
89	COc1ccc2c(c1)CCc1c(C(=O)Nc3cc(OC)c(Cl)cc3OC)noc1-2	-2%	?	-1%
90	Cc1cn2c(=O)cc(COC(=O)c3ccc(NC(=O)COc4ccc(C)c(C)c4)cc3)nc2s1	-7%	-13%	-6%
91	CN(CC(=O)Nc1ccc(F)cc1)C(=O)COC(=O)CN1C(=O)NC2(CCCC2)C1=O	-4%	-9%	1%
92	COc1ccc(/C=C/c2onc(C)c2S(=O)(=O)N2CCC(C(=O)N3CCCCCC3)CC2)cc1	-10%	?	1%
93	O=C(COC(=O)C1CC1)Nc1nc(-c2ccc(F)c(F)c2)cs1	-2%	10µM*	-12%[0.505 µM]
94	CCOc1ccc(-c2[nH]ncc2-c2ccccc2)c(O)c1	0%	?	2%
95	Cc1ccc2c(CC(=O)OC3CCOC3=O)coc2c1 (centres undefined)	-1%	-3%	2%
96	COc1ccc(-n2c(SCc3nc(-c4ccc(C)cc4)no3)nnc2-c2ccncc2)cc1	-1%	-40%	10%
97	CSc1cccc(NC(=O)C2CCCN(S(=O)(=O)c3cnc[nH]3)C2)c1 (centres undefined)	-4%	-15%	1%

Single entries from above:
Cc1nnc(SCC(=O)O)o1 – DT40 TDP1 no CPT = 10%
COc1ccccc1N1CCN(S(=O)(=O)c2ccc3nc(-c4ccccc4)[nH]c3c2)CC1 – TDP1 inh = 11%
O=C(COC(=O)C1CC1)Nc1nc(-c2ccc(F)c(F)c2)cs1 – DT40 TDP1 no CPT = 10µM*
COc1ccc(N(Cc2cccs2)C(=O)c2ccccc2C)cc1 – TDP1 inh = -2%
CC1CCC(NC(=O)COC(=O)CSc2ccc(C(N)=O)cc2[N+](=O)[O-])CC1 (centres undefined) – DT40 TDP1 no CPT = -31%

Bioassay records as filed in PubChem BioAssay.
